p97 ATPase inh: human p97 ATPase inhibition; P55072; inhibition, % at 8 µM; AID 1481; recombinant p97 ATPase, Kinase-Glo ATP luminescence, 3 h; 0.42% of 220,000 active; in the data active means inhibition above about 15%;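 further: 0% = DMSO vehicle and 100% = wells lacking enzyme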
Hck-Nef inh: inhibitors of human Hck kinase activated by Nef; P08631; Recombinant Hck-YEEI plus Nef, Z-Lyte FRET kinase assay; inhibition, % at 20 µM; 0.68% of 220,000 active; AID 463187;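 active means Hck-Nef kinase inhibition above about 50%, limit read from the data; inactive means inhibition below that limit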;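 further: 0% = DMSO with Hck plus Nef and 100% = Hck alone without Nef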
Target sequence (P08631 whole entry, looked up): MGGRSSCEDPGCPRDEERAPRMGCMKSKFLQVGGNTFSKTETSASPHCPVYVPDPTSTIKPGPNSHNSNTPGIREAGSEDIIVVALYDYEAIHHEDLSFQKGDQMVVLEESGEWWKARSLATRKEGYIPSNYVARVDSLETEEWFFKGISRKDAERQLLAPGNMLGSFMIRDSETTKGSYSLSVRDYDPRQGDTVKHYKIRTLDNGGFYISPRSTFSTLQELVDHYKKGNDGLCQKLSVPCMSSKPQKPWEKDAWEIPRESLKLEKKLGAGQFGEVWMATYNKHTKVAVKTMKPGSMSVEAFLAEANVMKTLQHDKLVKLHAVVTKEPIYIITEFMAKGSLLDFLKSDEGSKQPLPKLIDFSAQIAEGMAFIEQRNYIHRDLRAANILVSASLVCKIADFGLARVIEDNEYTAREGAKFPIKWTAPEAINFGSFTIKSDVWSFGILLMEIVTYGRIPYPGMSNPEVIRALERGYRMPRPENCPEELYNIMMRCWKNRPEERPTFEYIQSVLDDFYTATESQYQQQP
RBBP9 inhibitor: inhibitors of human serine hydrolase RBBP9 | O75884 | recombinant RBBP9, FP-Rh probe fluorescence polarization | inhibition, % at 7.94 µM | 0.2% of 220,000 active;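 active means inhibition above the campaign mean of all tested compounds plus 3 SD, cut at about 14% in these data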;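 further: plate controls were DMSO wells with RBBP9 for no effect and wells lacking RBBP9 protein for full effect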
Target sequence (O75884 whole entry, looked up): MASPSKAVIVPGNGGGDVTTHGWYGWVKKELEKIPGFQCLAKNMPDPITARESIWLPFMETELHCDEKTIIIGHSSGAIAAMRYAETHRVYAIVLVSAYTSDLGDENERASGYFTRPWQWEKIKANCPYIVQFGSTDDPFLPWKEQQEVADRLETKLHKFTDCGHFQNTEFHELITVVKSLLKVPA
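Measured by: FP readout at 525/598 nm; material: recombinant human RBBP9; also added: Serine-hydrolase probe FP-Rh, 375 nM pre-mixing; medium: Tris buffer pH 8.0, NaCl, Pluronic; replication: one well per compound; doses: one concentration, 7.94 µM nominal, 0.794% DMSO; timing: preincubation 30 min plus labeling 45 min at 25 °C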
NPY-Y1 PAM-ag: potentiates or activates human NPY-Y1 receptor. activation, % at 3.6 µM. 0.37% of 220,000 active. P25929. NPY-Y1 expressing cells, potentiator/agonist activation. AID 1304; in the data active means activation above about 33%, passing the limit was not always enough;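 further: cells stimulated with NPY at EC10 then isoproterenol at EC100; 0% = low agonist plus stimulus and 100% = saturating agonist plus stimulus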
Target sequence (P25929 whole entry, looked up): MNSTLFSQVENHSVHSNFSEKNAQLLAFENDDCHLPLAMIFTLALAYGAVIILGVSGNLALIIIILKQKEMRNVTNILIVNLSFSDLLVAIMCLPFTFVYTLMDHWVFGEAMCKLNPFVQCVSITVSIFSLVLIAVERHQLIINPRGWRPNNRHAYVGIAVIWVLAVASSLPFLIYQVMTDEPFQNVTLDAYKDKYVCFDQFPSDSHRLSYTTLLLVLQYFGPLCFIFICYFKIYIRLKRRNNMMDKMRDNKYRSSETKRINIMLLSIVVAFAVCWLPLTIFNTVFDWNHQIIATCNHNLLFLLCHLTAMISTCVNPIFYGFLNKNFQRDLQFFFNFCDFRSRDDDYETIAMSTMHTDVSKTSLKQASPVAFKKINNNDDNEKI
NPY-Y1 antag: NPY-Y1 (human) receptor antagonism; P25929; HEK293-CNG Y1 cells, membrane potential fluorescence; NPY at EC95, then isoproterenol; inhibition, % at 3.6 µM; 1% of 200,000 active; AID 1040;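 active means inhibition above the campaign mean inhibition of all tested compounds plus 3 SD, cut at about 20% in these data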;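 further: 0% = DMSO wells given NPY plus isoproterenol and 100% = isoproterenol alone without NPY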
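Assay system: HEK293 Y1/CNG channel cell line; Doses: single compound dose of 3.6 µM, 0.4% DMSO; Timing: dye 3 h, compound 60 min room temperature, stimulation 45 min; Technique: Membrane-potential fluorescent dye readout; Measure: % inhibition of NPY effect.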
Runt-CBFb FRET: Runt domain-CBFb interaction inhibition; Q01196+Q13951; AID 1496; 0.46% of 220,000 active; Cerulean-Runt/Venus-CBFb FRET ratio 530/480, 1 h; inhibition, % at 20 µM;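 active means inhibition over about 50% at 20 µM in the single-dose screen, limit read from the data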;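 further: 0% = DMSO wells and 100% = excess unlabeled CBFb competitor control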
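Reagent – Venus-CBFb binding partner, 100 nM · Assay system – Cerulean-tagged RUNX1 Runt domain (FRET donor) fusion protein · Input – 100 nM per protein · Incubation – two 1 h room-temperature incubations shielded from light · Measured by – FRET fluorescence · Medium – Tris buffer pH 7.5 with salts and BSA · Benchmarks – unlabeled CBFb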
Runt-SMMHC FRET: inhibitors of human RUNX1 Runt domain binding to CBFb-SMMHC | Cerulean-Runt/Venus-CBFb-SMMHC FRET ratio 530/480, 1 h | Q01196+Q13951 | 0.74% of 220,000 active | inhibition, % at 20 µM;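 active means mean inhibition across duplicate retests at 20 µM reaching about 50%, limit read from the data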;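 further: 0% = DMSO wells and 100% = wells with excess untagged CBFb-SMMHC; inhibitors lower the FRET ratio by blocking Runt binding to CBFb-SMMHC; some results filed as inactive read as strong as hits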
NPY-Y2 PAM-ag: potentiators or agonists of human neuropeptide Y receptor Y2 | P49146 | cells expressing NPY-Y2, potentiator/agonist read-out | activation, % at 3.6 µM | 0.45% of 220,000 active | AID 1359; in the data active means activation above about 27%;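 further: cells stimulated with NPY near EC25 plus isoproterenol at EC100; 0% = vehicle plus submaximal agonist and 100% = vehicle plus saturating agonist; some results beyond the cut were filed as inactive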
Mdm2 ligase inh: inhibitors of human Mdm2 E3 ubiquitin ligase; cell-based MDM2 ubiquitination luciferase reporter, 2 h; 0 = plate control, 100 = twice control, blank-subtracted; 0.11% of 210,000 active; signal enhancement, % at 5 µM; Q00987;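 active means signal enhancement of 30% or more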;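 further: luminescence tracks abundance of the self-degrading MDM2-luciferase fusion protein; higher signal means inhibition of MDM2 E3 ligase activity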
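Test system: mammalian cells stably expressing self-ubiquitinating, self-degrading MDM2 E3–luciferase fusion; Amount: 2000 cells in each well; Medium: DMEM; Schedule: 4 h settle plus 2 h compound, 37 °C; Technique: SteadyLite luciferase luminescence after 15 min room-temperature reagent incubation; Benchmarks: plate control and blank wells.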
Numbers without * were called inactive.

How did Cc1oc(-c2cccc(C(F)(F)F)c2)nc1CN1CCOCC1 do in these assays?
p97 ATPase inh: 5; Hck-Nef inh: 22; RBBP9 inhibitor: -4; NPY-Y1 PAM-ag: 6; NPY-Y1 antag: 8; Runt-CBFb FRET: 0; Runt-SMMHC FRET: 1; NPY-Y2 PAM-ag: 2; Mdm2 ligase inh: 9

Results for COc1ccc2c(c1)c1nnc(SC)nc1n2C ?
p97 ATPase inh: 6; Hck-Nef inh: 3; RBBP9 inhibitor: -5; NPY-Y1 PAM-ag: 8; NPY-Y1 antag: 3; Runt-CBFb FRET: -3; Runt-SMMHC FRET: -1; NPY-Y2 PAM-ag: 5; Mdm2 ligase inh: -10

Results for Cc1ccc(C)c(N=C2CCCN2Cc2ccccc2)c1C#N ?
p97 ATPase inh: 2; Hck-Nef inh: 8; RBBP9 inhibitor: -8; NPY-Y1 PAM-ag: -9; NPY-Y1 antag: 7; Runt-CBFb FRET: -6; Runt-SMMHC FRET: -3; NPY-Y2 PAM-ag: -5; Mdm2 ligase inh: 6

What do the screens show for `Cc1cc(C)c(C#N)c(N)n1`?
p97 ATPase inh: 3; Hck-Nef inh: 24; RBBP9 inhibitor: -8; NPY-Y1 PAM-ag: 13; NPY-Y1 antag: 0; Runt-CBFb FRET: 0; Runt-SMMHC FRET: -2; NPY-Y2 PAM-ag: -12; Mdm2 ligase inh: -7

What do the screens show for `c1nc(NC2CCCC2)c2[nH]cnc2n1`?
p97 ATPase inh: 0; Hck-Nef inh: 17; RBBP9 inhibitor: -6; NPY-Y1 PAM-ag: 4; NPY-Y1 antag: -2; Runt-CBFb FRET: 2; Runt-SMMHC FRET: -1; NPY-Y2 PAM-ag: -7; Mdm2 ligase inh: -12

Results for Cc1ccccc1-c1nc(-c2ccc(NC(=O)c3cccs3)cc2)no1 ?
p97 ATPase inh: -1; Hck-Nef inh: -1; RBBP9 inhibitor: -11; NPY-Y1 PAM-ag: -14; NPY-Y1 antag: -3; Runt-CBFb FRET: -2; Runt-SMMHC FRET: 4; NPY-Y2 PAM-ag: 1; Mdm2 ligase inh: -10

How did c1cn2cc(CSC3CCCCC3)nc2s1 do in these assays?
p97 ATPase inh: 3; Hck-Nef inh: -1; RBBP9 inhibitor: -7; NPY-Y1 PAM-ag: -20; NPY-Y1 antag: 6; Runt-CBFb FRET: 2; Runt-SMMHC FRET: -5; NPY-Y2 PAM-ag: -14; Mdm2 ligase inh: -21

What do the screens show for `CCN(CC)S(=O)(=O)c1ccc(N2CCOCC2)c(NC(=O)c2cccc3ccccc23)c1`?
p97 ATPase inh: -1; Hck-Nef inh: -1; RBBP9 inhibitor: -1; NPY-Y1 PAM-ag: -39; NPY-Y1 antag: 9; Runt-CBFb FRET: -2; Runt-SMMHC FRET: -2; NPY-Y2 PAM-ag: -2; Mdm2 ligase inh: -11

How did COc1ccc(N2CCN(C(=O)CN3C(=O)c4ccccc4S3(=O)=O)CC2)cc1 do in these assays?
p97 ATPase inh: 4; Hck-Nef inh: -1; RBBP9 inhibitor: 4; NPY-Y1 PAM-ag: 25; NPY-Y1 antag: -2; Runt-CBFb FRET: 0; Runt-SMMHC FRET: 1; NPY-Y2 PAM-ag: 7; Mdm2 ligase inh: -2

Results for CCOC(=O)c1cc(-c2ccc(Cl)s2)[nH]n1 ?
p97 ATPase inh: 5; Hck-Nef inh: 6; RBBP9 inhibitor: -2; NPY-Y1 PAM-ag: 9; Runt-CBFb FRET: -1; Runt-SMMHC FRET: -8; NPY-Y2 PAM-ag: -6; Mdm2 ligase inh: -5

What do the screens show for `COc1ccc(C(C(=O)Nc2ccc(F)cc2)N(C(=O)Cn2nnc3ccccc32)C2CC2)cc1` (centres undefined)?
p97 ATPase inh: 10; Hck-Nef inh: 1; RBBP9 inhibitor: -8; NPY-Y1 PAM-ag: -27; NPY-Y1 antag: 0; Runt-CBFb FRET: -2; Runt-SMMHC FRET: 7; NPY-Y2 PAM-ag: -6; Mdm2 ligase inh: -12

How did C=CCn1c(=O)c2ccc(C(=O)NCc3ccccc3)cc2n(Cc2ccccc2Cl)c1=O do in these assays?
p97 ATPase inh: 10; Hck-Nef inh: 2; RBBP9 inhibitor: -5; NPY-Y1 PAM-ag: 4; NPY-Y1 antag: 6; Runt-CBFb FRET: -2; Runt-SMMHC FRET: 6; NPY-Y2 PAM-ag: 9; Mdm2 ligase inh: -13

Results for CCN(CC)CCN1C(=O)C(O)=C(C(=O)c2cc3ccccc3o2)C1c1cccnc1 (centres undefined) ?
p97 ATPase inh: -2; Hck-Nef inh: 0; RBBP9 inhibitor: -6; NPY-Y1 PAM-ag: -24; NPY-Y1 antag: 1; Runt-CBFb FRET: 0; Runt-SMMHC FRET: 105; NPY-Y2 PAM-ag: -6; Mdm2 ligase inh: 21

How did O=C(NCc1ccccc1Cl)c1cccc(C(F)(F)F)c1 do in these assays?
p97 ATPase inh: -7; Hck-Nef inh: 0; RBBP9 inhibitor: -10; NPY-Y1 PAM-ag: -22; NPY-Y1 antag: 12; Runt-CBFb FRET: 0; Runt-SMMHC FRET: -3; NPY-Y2 PAM-ag: -23; Mdm2 ligase inh: 0

What do the screens show for `O=C1N/C(=C/c2cccs2)C(=O)N1Cc1ccc(Br)cc1`?
p97 ATPase inh: 0; Hck-Nef inh: 19; RBBP9 inhibitor: 7; NPY-Y1 PAM-ag: -10; NPY-Y1 antag: 2; Runt-CBFb FRET: -1; Runt-SMMHC FRET: -1; NPY-Y2 PAM-ag: -10; Mdm2 ligase inh: 8

How did CCOC(=O)c1cnn2c(C(F)(F)F)cc(-c3cn(C)nc3C)nc12 do in these assays?
p97 ATPase inh: 2; Hck-Nef inh: 6; RBBP9 inhibitor: 8; NPY-Y1 PAM-ag: -19; NPY-Y1 antag: 4; Runt-CBFb FRET: 3; Runt-SMMHC FRET: 0; NPY-Y2 PAM-ag: -9; Mdm2 ligase inh: -6

How did Cc1cccc(N2CCN(C(=O)COc3ccc4c(c3)CCC4)CC2)c1C do in these assays?
p97 ATPase inh: -3; Hck-Nef inh: 2; RBBP9 inhibitor: -1; NPY-Y1 PAM-ag: -12; NPY-Y1 antag: 15; Runt-CBFb FRET: -5; Runt-SMMHC FRET: -2; NPY-Y2 PAM-ag: -17; Mdm2 ligase inh: -12

What do the screens show for `CC1CCCCC1NC(=O)c1cc2ccccc2o1` (centres undefined)?
p97 ATPase inh: 5; Hck-Nef inh: 1; RBBP9 inhibitor: -4; NPY-Y1 PAM-ag: -49; NPY-Y1 antag: 10; Runt-CBFb FRET: -1; Runt-SMMHC FRET: 4; NPY-Y2 PAM-ag: -7; Mdm2 ligase inh: 0

How did Cc1ccc(NC(=O)CCC(=O)NNC(=O)c2cccc([N+](=O)[O-])c2)cc1C do in these assays?
p97 ATPase inh: -5; Hck-Nef inh: -2; RBBP9 inhibitor: -1; NPY-Y1 PAM-ag: 13; NPY-Y1 antag: -1; Runt-CBFb FRET: 0; Runt-SMMHC FRET: -2; NPY-Y2 PAM-ag: -4; Mdm2 ligase inh: 3

How did COC(=O)C1C(c2ccc(OC)c(OC)c2)NC(c2ccc(OC)c(OC)c2)C(C(=O)OC)S1(=O)=O (centres undefined) do in these assays?
p97 ATPase inh: -1; Hck-Nef inh: 7; RBBP9 inhibitor: 3; NPY-Y1 PAM-ag: -53; NPY-Y1 antag: 2; Runt-CBFb FRET: -1; Runt-SMMHC FRET: 3; NPY-Y2 PAM-ag: -12; Mdm2 ligase inh: -14

Results for COc1ccc(NS(=O)(=O)c2ccc(NC(=S)NC(=O)c3ccc(Br)cc3)cc2)nn1 ?
p97 ATPase inh: -8; Hck-Nef inh: 0; RBBP9 inhibitor: -16; NPY-Y1 PAM-ag: 0; NPY-Y1 antag: 9; Runt-CBFb FRET: 6; Runt-SMMHC FRET: -5; NPY-Y2 PAM-ag: 1; Mdm2 ligase inh: -12

Results for C=CCn1c(SCC(=O)N2CCCCC2)nc(O)cc1=O ?
p97 ATPase inh: -1; Hck-Nef inh: -4; RBBP9 inhibitor: -7; NPY-Y1 PAM-ag: -20; NPY-Y1 antag: 2; Runt-CBFb FRET: -2; Runt-SMMHC FRET: 1; NPY-Y2 PAM-ag: -2; Mdm2 ligase inh: 3

What do the screens show for `O=C(Nc1ccccc1)c1nnsc1S(=O)c1ccc(Cl)cc1` (centres undefined)?
p97 ATPase inh: 6; Hck-Nef inh: -3; RBBP9 inhibitor: -7; NPY-Y1 PAM-ag: -39; NPY-Y1 antag: 5; Runt-CBFb FRET: 34; Runt-SMMHC FRET: 30; NPY-Y2 PAM-ag: -22; Mdm2 ligase inh: -17

What do the screens show for `COc1cccc(/C=N/NC(=O)c2ccc(CN3c4cccc5cccc(c45)S3(=O)=O)cc2)c1`?
p97 ATPase inh: 5; Hck-Nef inh: 1; RBBP9 inhibitor: -22; NPY-Y1 PAM-ag: -4; NPY-Y1 antag: 0; Runt-CBFb FRET: -5; Runt-SMMHC FRET: 4; NPY-Y2 PAM-ag: 0; Mdm2 ligase inh: 0

What do the screens show for `CC(C)NC(=O)CC(=O)N/N=C/c1ccccc1F`?
p97 ATPase inh: -3; Hck-Nef inh: 0; RBBP9 inhibitor: -1; NPY-Y1 PAM-ag: -25; NPY-Y1 antag: -3; Runt-CBFb FRET: 0; Runt-SMMHC FRET: 7; NPY-Y2 PAM-ag: -16; Mdm2 ligase inh: -9

How did COc1ccc(C(=O)Nc2ccc(C(=O)NCCc3ccc(OC)c(OC)c3)cc2)cc1 do in these assays?
p97 ATPase inh: 0; Hck-Nef inh: 14; RBBP9 inhibitor: 5; NPY-Y1 PAM-ag: 13; NPY-Y1 antag: 7; Runt-CBFb FRET: 1; Runt-SMMHC FRET: 6; NPY-Y2 PAM-ag: -23; Mdm2 ligase inh: -2

Results for O=C(CN1C(=O)CCSc2ccccc21)Nc1cccc(F)c1 ?
p97 ATPase inh: -6; Hck-Nef inh: -8; RBBP9 inhibitor: -10; NPY-Y1 PAM-ag: 7; NPY-Y1 antag: -1; Runt-CBFb FRET: -3; Runt-SMMHC FRET: 0; NPY-Y2 PAM-ag: 20; Mdm2 ligase inh: 2

Results for CCN(CC(=O)Nc1ccc(Cl)c(S(=O)(=O)N(C)C)c1)Cc1nc2ccccc2c(=O)[nH]1 ?
p97 ATPase inh: -5; Hck-Nef inh: 16; RBBP9 inhibitor: -10; NPY-Y1 PAM-ag: -12; NPY-Y1 antag: 4; Runt-CBFb FRET: 2; Runt-SMMHC FRET: 3; NPY-Y2 PAM-ag: -1; Mdm2 ligase inh: 2

Assay outcomes (PubChem)
